# Screening data as filed in PubChem BioAssay.
# CSN inh = inhibitors of CSN-mediated cullin deneddylation, primary screen, biochemical, fluorescence polarization, uHTS. COP9 signalosome complex subunit 5 (Homo sapiens), Q92905. Purified CSN, SCF-Nedd8-OG deneddylation. inhibition, % at 12.5 µM. actives 0.38% (n = 360,000). AID 651999, 2013;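 active means pattern-corrected inhibition above about 35%, with an unprinted fluorescence ratio check between 0.5 and 1.5, limit read from the data, passing the limit was not always enough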;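 further: 0% = enzyme with substrate and 100% = substrate without enzyme; some results filed as inactive read as strong as hits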
#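 Material: purified human Csn5 enzyme expressed in HEK293T cells / Medium: Tris buffer pH 7.5, NaCl, DTT, Tween-20, trehalose, ovalbumin / Compound dosing: 12.5 µM single point / Schedule: 90 min incubation of compound, enzyme and substrate at room temperature / Signal: fluorescence polarization of the substrate / Control set: no-enzyme wells high, enzyme-with-substrate wells low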
# Neddyl block = inhibitors of cullin neddylation, primary screen, biochemical, TR-FRET, uHTS, NAE and Ubc12; calls only at 25 µM; actives 0.58% (n = 360,000); in the data active means inhibition above about 36%
# SKN-1 block = suppressors of acrylamide-induced Pgst-4::GFP reporter in worms, primary screen, SKN-1 inhibitor project, whole organism, uHTS, GFP/RFP fluorescence ratio, strain VP596. inhibition, % at 21.8 µM. actives 0.49% (n = 360,000). AID 624304, 2012. C. elegans VP596 Pgst-4::GFP/RFP ratio, 24 h;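 active means interference check ratio from 0.5 to 1.5 plus GFP to RFP signal ratio inhibition reaching or exceeding a fixed threshold, cut at about 30% in these data, passing the limit was not always enough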; further: some compounds called inactive have numbers as strong as hits
# Rin1-Abl PPI inh = inhibitors of Rin1-Abl protein binding, primary screen, biochemical, TR-FRET. inhibition, % at 7.35 µM. actives 0.4% (n = 360,000). Tyrosine-protein kinase ABL1 (Homo sapiens) + Ras and Rab interactor 1 (Homo sapiens), …; in the data active means inhibition above about 5%, passing the limit was not always enough
# FAS-TE inh = FAS thioesterase domain inhibitors, primary screen, biochemical, fluorescence intensity, uHTS. actives 0.67% (n = 360,000). Fatty acid synthase (Homo sapiens), P49327. recombinant FAS-TE, OMFH fluorogenic substrate, fluorescence endpoint. inhibition, % at 15 µM;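 active means compounds whose normalised, plate-corrected inhibition of enzyme fluorescence in the single-dose primary screen is 50% or more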;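 further: 0% = DMSO with enzyme and 100% = substrate without enzyme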
# MT1-MMP act inh = blockers of MT1-MMP proenzyme processing, primary screen, HT1080 RFP-PRO-GFP cells, GFP/RFP fluorescence | actives 0.061% (n = 360,000) | GFP/RFP ratio fluorescence, overnight; percent of plate control window, DMSO zero | AID 651647, 2012 | GFP/RFP ratio change, % at 20 µM | Matrix metalloproteinase-14 (Homo sapiens), P50281;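 active means GFP/RFP ratio change of at least 30% with cell ATP level not reduced by more than half and red fluorescence within 50% of control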; further: strong numbers were not always called active
#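 Assay system – RFP-PRO-GFP reporter HT1080 cells · Compound dosing – single dose of 20 µM compound, 1% DMSO final · Incubation – overnight compound exposure at 37 °C · Measure – GFP/RFP fluorescence ratio · Benchmarks – DMSO wells and RFP-L50D-GFP cells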
# NadD inh = inhibitors of S. aureus NadD, primary screen, biochemical, colorimetric, uHTS | Nicotinate-nucleotide adenylyltransferase NadD (Staphylococcus aureus N315) | purified NadD enzyme, colorimetric absorbance read-out | inhibition, % at 20 µM | actives 0.78% (n = 360,000) | AID 602399, 2012; in the data active means inhibition above about 26%; further: some compounds past the cut are filed as inactive
# MLLE-PAM2 inh = inhibitors of PABP1 MLLE–PAM2 peptide binding, primary screen, biochemical, fluorescence polarization, FITC-PAM2, GST-MLLE. actives 0.36% (n = 360,000). Polyadenylate-binding protein 1 (Homo sapiens), P11940. inhibition, % at 20 µM; in the data active means inhibition above about 35%, passing the limit was not always enough;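 further: plate controls were DMSO wells with GST-MLLE for no effect and wells lacking GST-MLLE protein for full effect; some results filed as inactive read as strong as hits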
# Target sequence (P11940 whole entry, looked up): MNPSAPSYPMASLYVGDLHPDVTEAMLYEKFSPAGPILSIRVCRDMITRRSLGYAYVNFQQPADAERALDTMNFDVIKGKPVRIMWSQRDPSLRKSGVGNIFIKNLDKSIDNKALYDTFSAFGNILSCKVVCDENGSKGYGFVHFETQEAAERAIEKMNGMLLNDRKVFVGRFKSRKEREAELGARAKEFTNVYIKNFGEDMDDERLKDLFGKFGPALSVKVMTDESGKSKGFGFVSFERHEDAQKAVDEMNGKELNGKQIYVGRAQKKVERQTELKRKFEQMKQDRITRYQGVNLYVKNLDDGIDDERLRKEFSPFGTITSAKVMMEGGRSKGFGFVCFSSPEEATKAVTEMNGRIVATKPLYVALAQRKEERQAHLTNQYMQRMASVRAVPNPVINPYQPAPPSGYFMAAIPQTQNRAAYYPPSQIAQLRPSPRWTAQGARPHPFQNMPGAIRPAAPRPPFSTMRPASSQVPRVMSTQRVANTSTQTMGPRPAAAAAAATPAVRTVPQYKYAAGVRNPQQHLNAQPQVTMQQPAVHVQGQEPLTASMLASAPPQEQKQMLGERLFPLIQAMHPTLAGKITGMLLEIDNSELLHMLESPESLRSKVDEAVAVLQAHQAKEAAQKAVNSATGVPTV
# Rpn11 inh = Rpn11 (PSMD14) deubiquitinase inhibitors, primary screen, biochemical, fluorescence polarization, uHTS. 26S proteasome non-ATPase regulatory subunit 14 (Homo sapiens), O00487. human 26S proteasome, Ub4-pepOG fluorescence polarization; 20S core pre-blocked with epoxomicin. calls only at 20 µM. actives 0.59% (n = 360,000). AID 588493, 2011;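 active means inhibition at 20 µM, scaled to each plate's controls, above about 33%, limit read from the data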
# Target sequence (O00487 whole entry, looked up): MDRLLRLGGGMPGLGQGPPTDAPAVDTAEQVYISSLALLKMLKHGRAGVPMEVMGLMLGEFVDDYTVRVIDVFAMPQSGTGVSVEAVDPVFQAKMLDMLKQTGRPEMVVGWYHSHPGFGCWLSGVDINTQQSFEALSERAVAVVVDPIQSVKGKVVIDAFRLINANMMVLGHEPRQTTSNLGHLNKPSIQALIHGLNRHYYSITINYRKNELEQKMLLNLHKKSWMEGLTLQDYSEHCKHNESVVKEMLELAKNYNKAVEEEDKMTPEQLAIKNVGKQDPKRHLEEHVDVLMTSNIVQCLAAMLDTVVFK
# Starred values were filed as active, the others as inactive; i = inactive; · = no result given; + = active, no number. The order is random; 3.9% or so of the library scored in one or more.
SMILES,CSN inh,Neddyl block,SKN-1 block,Rin1-Abl PPI inh,FAS-TE inh,MT1-MMP act inh,NadD inh,MLLE-PAM2 inh,Rpn11 inh
Cc1ccc(NC(=O)c2cccc(NC(=O)CCC(=O)O)c2)cc1C,-5,i,-4,3,-5,3,-3,-1,i
CCN1CCCC1CNC(=O)Cn1nc(C)n2c(cc3cc(F)ccc32)c1=O (configuration not stated),0,i,2,-7,-2,1,-3,-5,i
COc1ccc(/C=C(\NC(=O)c2ccco2)C(=O)N2CCOCC2)cc1,0,i,-7,1,-2,4,-2,0,i
CCOC(=O)c1cc(-c2ccccc2)n(CC(=O)N2CCCC2)c1C,1,i,-35,3,-6,5,1,0,i
CC1CCN(CCCCOc2cccc(C(C)C)c2)CC1,0,i,-8,3,-1,8,-5,3,i
O=C(/C=C/Nc1ccccc1F)c1cccs1,-7,i,85*,1,5,-5,2,-107,i
CC(C)(O)c1cc2ccc(C#Cc3ccsc3)cc2c(=O)o1,0,i,30,-3,2,1,-4,8,i
CS(=O)(=O)N(CC(=O)NCc1ccco1)c1ccc2c(c1)OCO2,4,i,3,4,-5,3,0,11,i
CC(C)(C)OC(=O)N1CCC(C(N)=O)CC1,-3,i,-3,0,-3,3,-5,4,i
Cc1cc(=O)n(CNC(=O)c2ccccc2)c(=S)[nH]1,3,i,-2,6,-10,·,3,-93,i
CC(O)(c1cccc(F)c1)c1nc(-c2cccc(C(=O)O)c2)cs1 (configuration not stated),1,i,2,-1,-3,-6,3,20,i
COc1ccc(OC)c(C2C(C(=O)c3cccs3)=C(O)C(=O)N2c2cc(C)on2)c1 (configuration not stated),0,i,8,2,-6,0,-6,8,i
COC(=O)C[C@H]1CC[C@@H](NC(=O)c2ccncc2)[C@@H](CO)O1,3,i,13,·,·,1,·,·,·
CCOC(=O)N1CCN(C(=O)COc2ccc(Cl)cc2)CC1,-2,i,6,0,-11,2,1,-4,i
CC(C)(CC(=O)O)CC(=O)Nc1ccc(Cl)c(Cl)c1,-2,i,7,-4,-5,4,-3,-1,i
Cc1cccc(N(C(=O)c2snc(C(N)=O)c2N)C(C(=O)NC2CCCC2)c2ccco2)c1 (configuration not stated),-1,·,15,-1,0,-2,1,-2,i
CCOc1ccc2c(c1)n([O-])c1c([n+]2=O)CCCC1,3,i,5,-2,-7,2,-2,43*,i
CCSc1nnc([C@@H]2CCCN2C(=O)OC(C)(C)C)o1,-2,i,-1,5,-10,1,4,-99,i
N#Cc1c(-c2c(Cl)cccc2Cl)noc1/C=C/Nc1ccc(C(=O)O)cc1,-1,i,-7,-1,4,-9,8,-21,i
Cc1ccc2nc(N3CCOCC3)c3nncn3c2c1,2,i,-15,-1,-6,-2,-2,17,i
C[C@@H]1ON(C)[C@H]2C[C@H]3c4[nH]c5ccc(-c6ccc7c(c6)OCO7)cc5c4CCN3C(=O)[C@@H]12,7,·,16,-6,4,-2,-9,-18,i
CCNC(=S)N(Cc1cc2cccc(C)c2[nH]c1=O)C1CCCC1,5,i,5,-2,-6,-4,1,-70,i
Cc1ccccc1N=C1NC(=O)/C(=C/c2cccnc2)S1,6,i,10,-5,1,-6,-7,-4,i
O=C(O)c1ccccc1SCc1ccc2c(c1)OCO2,-1,i,4,3,-6,-6,-7,10,i
CC(C)c1ccc(CC(=O)N2CCC2(C)C(=O)NCCC#N)cc1 (configuration not stated),3,i,3,-3,-4,0,1,-4,i
O=C(NNC(=O)c1ccc(Cl)cc1Cl)c1cccs1,-1,i,-5,1,-5,5,-1,2,i
CN(Cc1cccc(C(F)(F)F)c1)Cc1nc(-c2cnccn2)no1,-4,i,-4,-1,2,-3,3,8,i
CCc1ccc2oc(C(=O)Nc3cccnc3)c(C)c2c1,5,i,-7,0,2,-1,-2,-2,i
CC(C)CCNC(=O)CN(Cc1ccccc1Cl)C(=O)CCC(=O)Nc1ccccn1,-6,i,-1,4,-1,0,0,2,i
Cc1ccc(OCC(=O)Nc2ccccc2C(=O)N2CCCCC2)cc1,-3,i,3,-1,1,-2,0,-13,i
O=S(=O)(Nc1ccc(S(=O)(=O)Nc2ccccc2)cc1)c1ccccc1,1,i,-6,2,-1,2,1,8,i
CCOC(=O)N1CCN(C(=O)CCCn2nc(C)c3sc4ccccc4c3c2=O)CC1,4,i,10,0,-6,1,-4,-16,i
C/C(=N\NC(=O)CCCCCNC(=O)c1ccccc1)c1ccccc1O,-14,i,10,-2,0,6,0,-4,i
CCCCc1c(-c2ccc(OC)c(OC)c2)ncn1CCc1ccccc1OC,0,i,11,·,8,0,-6,·,·
O=C(CSc1ccccc1)N1CCN(C(=O)c2ccco2)CC1,-5,i,-2,2,-6,3,-2,21,i
O=c1cc(O)sc2ccccc12,1,i,-22,1,-2,-1,-3,19,i
CCN(CC)c1ccc(NC(=O)C2CCCN(S(=O)(=O)c3cccnc3)C2)c(C)c1 (configuration not stated),1,i,6,1,-2,12,-2,-2,i
COc1ccc(/C=C/c2cc(C(F)(F)F)on2)cc1,0,i,-19,-1,12,5,-11,-1,i
O=C(O)CSc1nnc2c(n1)[nH]c1ccccc12,0,i,1,-3,-5,0,2,37,i
Cc1ccccc1CN1C(=O)CN(S(C)(=O)=O)CC1(C)C(=O)Nc1ccc2c(c1)OCCO2 (configuration not stated),-1,i,-5,·,·,5,·,·,·
O=c1c2cc(Br)ccc2[nH]c(=S)n1Cc1ccccc1,-5,i,-2,1,6,-5,-1,-45,i
C#CCSc1nnnn1-c1ccc(Br)c(C)c1,2,i,8,-3,2,-3,-7,1,i
Cc1c(C(=O)C(=O)NCc2cccs2)c2ccccc2n1C,8,i,7,-5,-2,0,-16,-3,i
O=C(CSc1nc2ccccc2o1)N1c2ccccc2Sc2ccc(Cl)cc21,3,i,-8,-3,31,-8,3,0,i
COc1cc(NC(=O)c2cccc3c(-c4cccnc4)coc23)cc(OC)c1OC,5,i,1,1,-10,-7,-1,-15,i
Cc1ccc2c(C)c(C(=O)NCCN3CCCC(O)C3)oc2c1C (configuration not stated),7,i,15,0,-6,0,1,3,i
O=C(CCCCCCCC(=O)N1CCCCC1)N1CCCCC1,-6,i,-8,2,-8,4,0,-4,i
CCOc1ccc2nc(NS(=O)(=O)Cc3ccccc3)sc2c1,-5,i,5,3,-6,13,4,-91,i
CCOC(=O)Nc1ccc(C(N)=O)cc1,-4,i,4,-1,-6,4,1,-2,i
Cn1ncc(Cl)c1C(=O)N/N=C/c1ccccn1,4,i,6,-3,-11,-1,-3,8,i
CCOC(=O)N1CCN(C(=S)Nc2ccc(C)c(C)c2)CC1,-2,i,-5,4,-6,3,1,-65,i
O=C(NCC1CCCO1)c1ccc(CNS(=O)(=O)c2ccc(F)c(Cl)c2)cc1 (configuration not stated),1,i,2,0,-1,4,-4,-5,i
O=C(COC(=O)c1ccccn1)NCc1cccs1,5,i,-2,1,-8,-1,-8,-9,i
CCc1c(C)n2nc(C)cc2[nH]c1=O,1,+,-3,-4,-6,1,11,0,i
COc1cc(CN2C[C@@H](CO)O[C@@H](n3cnc4c(NCCCO)ncnc43)C2)cc(OC)c1OC,-4,i,4,3,-7,3,4,12,i
O=C1c2nccnc2C(=O)N1c1ccc(F)cc1,7,i,0,0,-3,-1,1,5,i
C=CCNC(=O)c1nc2ccccc2s1,-4,i,-11,2,-4,1,0,5,i
Cc1ccnc(NS(=O)(=O)c2ccc(NS(=O)(=O)c3ccccc3)cc2)n1,1,i,11,-5,-5,4,0,-7,i
O=C(NC1(C(=O)O)CCCC1)c1ccccc1,-4,i,-2,3,-1,-2,-3,2,i
Cn1c(=O)n(CCCO)c(=O)c2c1nc1n2CCCN1Cc1ccccc1,3,i,-6,-1,-7,4,0,0,i
# Later entries
SMILES,CSN inh,Neddyl block,SKN-1 block,Rin1-Abl PPI inh,FAS-TE inh,MT1-MMP act inh,NadD inh,MLLE-PAM2 inh,Rpn11 inh
CC(/C=C/c1ccco1)=N/NC(=O)OC(C)(C)C,3,i,13,2,-5,-3,1,10,i
O=C(COC(=O)CNC(=O)c1ccccc1)NCc1ccc2c(c1)OCO2,-2,i,-11,3,-3,-1,-5,5,i
CCOc1ccccc1NC(=O)NC1(C(=O)NCc2cccnc2)CCCCC1,1,i,-1,5,-5,3,-1,0,i
COc1cc(N(C)C)ccc1[C@]1(O)C(=O)N(C)c2ccc(Br)cc21,1,i,4,·,·,7,·,·,·
CCOc1cc(/C=N/NC(=O)COc2nc(C)cc(COC)c2C#N)ccc1O,1,i,0,-2,-4,4,-4,10,i
COc1cc(SC)ccc1C(=O)OCC(=O)NC1CCCCC1,3,i,-2,-1,3,3,-2,-19,i
Cc1ccc(CNC(=O)c2cc(-c3ccccc3)nn2CC2CC(c3cccnc3)=NO2)cc1 (configuration not stated),1,i,-16,2,1,2,2,-1,i
O=C(NCc1ccc(Cl)cc1)C(=O)NCC(c1cccnc1)N1CCN(c2ccc(F)cc2)CC1 (configuration not stated),0,i,2,2,11,-6,2,8,i
COc1ccc(/C=C/C(=O)C(C)(C)C)cc1OC,2,i,-8,1,-5,-3,-6,-4,i
Cc1ccc(S(=O)(=O)N(C)Cc2cc3ccccc3[nH]c2=O)cc1,3,i,11,-3,-2,2,1,-1,i
COc1ccc(-c2cc(C(=O)N3CCN(c4ccccc4OC)CC3)no2)cc1OC,1,i,-1,-3,15,0,-5,2,i
O=C(Nc1ccccc1)/C(=C\c1ccncc1)NC(=O)c1ccccc1,-1,i,-4,5,-3,1,5,0,i
O=C(O)c1ccc2c(=O)n(-c3ccccc3F)c(=S)[nH]c2c1,1,i,-6,-6,-6,0,1,19,i
O=c1cc(O)c2c(=O)n(-c3ccccc3)c3c(c2o1)CCCCCC3,-1,i,1,2,-1,-5,8,-1,i
CCOC(=O)N1CCN(C(=O)c2cccn3c(=O)c4cc(Cl)ccc4nc23)CC1,-5,·,6,-4,-2,3,-7,5,i

# Complete entries, looked up by structure. Values in the order: CSN inh, Neddyl block, SKN-1 block, Rin1-Abl PPI inh, FAS-TE inh, MT1-MMP act inh, NadD inh, MLLE-PAM2 inh, Rpn11 inh
# Cc1ccc(CNC(=O)c2cc(-c3ccccc3)nn2CC2CC(c3cccnc3)=NO2)cc1 (configuration not stated) is entered as 1, i, -16, 2, 1, 2, 2, -1, i
# CCOc1ccccc1NC(=O)NC1(C(=O)NCc2cccnc2)CCCCC1 is entered as 1, i, -1, 5, -5, 3, -1, 0, i
# COc1ccc(-c2cc(C(=O)N3CCN(c4ccccc4OC)CC3)no2)cc1OC is entered as 1, i, -1, -3, 15, 0, -5, 2, i
# Cc1ccc(S(=O)(=O)N(C)Cc2cc3ccccc3[nH]c2=O)cc1 is entered as 3, i, 11, -3, -2, 2, 1, -1, i
